High-throughput results as filed in PubChem BioAssay.
FXIa single inh: blocks human coagulation factor XIa activity; actives 0.3% (n = 33,000); AID 687; purified human FXIa, fluorogenic AMC substrate cleavage; inhibition, % at 10 µM; P03951;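 active = inhibition above 40% in the primary screen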;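 also: 0% = enzyme without compound and 100% = blank wells lacking enzyme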
FXIIa single: blocks human coagulation factor XIIa activity. purified human FXIIa, AMC substrate fluorescence, 2 h. actives 0.2% (n = 33,000). inhibition, % at 10 µM. AID 701; in the data active = inhibition above about 30%;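 also: 0% = enzyme with vehicle only and 100% = no enzyme blank; many of its hits are not listed in these tables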
Target sequence (P00748 20-372 limits assumed): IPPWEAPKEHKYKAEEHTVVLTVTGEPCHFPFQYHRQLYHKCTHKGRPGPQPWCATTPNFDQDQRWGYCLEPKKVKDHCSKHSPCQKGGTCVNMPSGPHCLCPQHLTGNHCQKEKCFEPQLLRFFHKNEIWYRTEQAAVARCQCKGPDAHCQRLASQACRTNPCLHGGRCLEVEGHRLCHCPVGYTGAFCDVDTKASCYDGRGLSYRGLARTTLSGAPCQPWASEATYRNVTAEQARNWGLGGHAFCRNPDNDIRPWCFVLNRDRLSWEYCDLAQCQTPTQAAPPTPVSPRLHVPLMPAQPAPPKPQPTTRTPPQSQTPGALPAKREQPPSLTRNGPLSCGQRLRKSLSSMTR
Target sequence (P00748 373-615 limits assumed): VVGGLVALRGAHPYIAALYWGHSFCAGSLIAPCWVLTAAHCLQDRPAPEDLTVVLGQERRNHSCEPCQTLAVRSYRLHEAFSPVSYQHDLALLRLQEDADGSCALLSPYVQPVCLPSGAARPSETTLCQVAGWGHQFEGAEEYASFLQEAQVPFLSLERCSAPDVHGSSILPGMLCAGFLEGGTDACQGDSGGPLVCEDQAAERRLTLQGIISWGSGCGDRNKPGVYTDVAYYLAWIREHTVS
* hit, by the source's call.

SMILES	FXIa single inh	FXIIa single
CC1CCC(NC(=O)c2ccc3nc[nH]c3c2)CC1 (stereo not given)	6	5
CCOC(=O)NC(CC(=O)O)c1ccc(OC)c(OC)c1 (stereo not given)	-3	-8
CCCc1nc(SCC(=O)Nc2cc(C)on2)c2ccccc2n1	-5	6
O=C(CSc1oc(-c2cccs2)nc1S(=O)(=O)c1ccc(F)cc1)NCC1CCCO1 (stereo not given)	3	0
COCC(=O)N(Cc1ccco1)c1nnc(C2CCOC2)s1 (stereo not given)	2	4
O=C(CN(CC1CCCO1)C(=O)CCC(=O)Nc1nccs1)NCc1ccccc1 (stereo not given)	0	-13
CCSc1cc(C)nc2ncnn12	6	8
CCC(NC(=O)N(Cc1ccccc1)Cc1ccc2c(c1)OCO2)(C(F)(F)F)C(F)(F)F	-5	7
COC(=O)c1cc2ccccc2oc1=O	-8	5
Cc1ccc(C(=O)NCCN2CCOCC2)cc1	-5	6
CC(=O)NS(=O)(=O)c1ccc(NC(=O)c2ccc(Br)o2)cc1	-4	-1
Cc1nn(-c2ccccc2)c2c1C1(C(=O)N3c4c(cccc41)C(C)CC3(C)C)C(C#N)=C(N)O2 (stereo not given)	2	7
CCCS(=O)(=O)c1c(S(=O)(=O)CCC)c2cc(CC)ccn2c1C(=O)OC	1	1
CC(C)COc1cccc(C(=O)Nc2ccc(S(=O)(=O)N3CCOCC3)cc2)c1	-4	9
Cc1ccc(CNC(=O)C2c3ccccc3C(=O)N(C)C2c2c[nH]c3ccccc23)o1 (stereo not given)	-4	5
CC1=CCC2C(=O)N(c3ccc(C)cc3)C(=O)C2C1 (stereo not given)	16	-11
COC(=O)c1ccc(Oc2nc3c(c(=O)n(C)c(=O)n3C)n2CCC(C)C)cc1	-2	5
O=C(O)c1cc(NCc2ccc(F)cc2)ccc1N1CCOCC1	-14	4
CC1(C)Cc2c(c(N3CCOCC3)nc3snc(NC(=O)c4ccccc4)c23)CO1	-14	4
COc1ccc(Nc2cc(C(=O)NCCCN3CCOCC3)c3ccccc3n2)c(OC)c1	-4	7
CCOc1ccc(C(=S)N2CCCC2)cc1	20	-11
Cc1ccc(SCc2nc(-c3ccccc3)no2)cc1	-2	5
Cc1cccc(NC(=O)C2CCCN2C(=O)Oc2ccccc2)c1 (stereo not given)	-2	10
COc1ccc(-c2nnn(CC(=O)NCc3cccs3)n2)cc1OC	-4	4
CSc1ccccc1NS(=O)(=O)c1ccc2c(c1)OCCO2	-4	3
Cc1cccc(NC(=O)CS(=O)(=O)Cc2ccccc2)n1	18	4
O=Cc1cn(-c2ccccc2)nc1-c1ccc2c(c1)OCCO2	-3	2
CN=C1SC(CC(=O)Nc2cc(Cl)ccc2Cl)C(=O)N1C (stereo not given)	5	6
CCCNc1c(N)c(=O)oc2ccccc12	-4	6
O=C(c1ccccc1NS(=O)(=O)c1ccc(Br)s1)N1CCCC1	-2	3

Random excerpt: 2 compounds from above.
SMILES	FXIa single inh	FXIIa single
O=C(c1ccccc1NS(=O)(=O)c1ccc(Br)s1)N1CCCC1	-2	3
CSc1ccccc1NS(=O)(=O)c1ccc2c(c1)OCCO2	-4	3

(cont.)
SMILES	FXIa single inh	FXIIa single
CCN(CC)C(=O)CSc1nc2c(sc(=S)n2-c2ccccc2)c(=O)n1Cc1ccco1	-2	0
Cc1nnc(SCC(=O)N2CCC(C(N)=O)CC2)s1	-2	2
CCOc1cc(C(=O)N2CCN(c3ccc(C(C)=O)cc3)CC2)cc(OCC)c1OCC	-5	6
CC(C)Oc1ccc(C(=O)Nc2ccccc2N2CCCC2)cc1	6	5
CCc1ccc(C(=O)/C=C/c2ccc([N+](=O)[O-])o2)cc1	12	7
O=C(O)CCC(=O)Nc1ccccc1C(=O)Nc1ccccc1	-10	7
O=C(CC1Sc2ccccc2NC1=O)OC(C(=O)NCCc1ccccc1)c1cccnc1 (stereo not given)	9	7
CC(/C=C/c1ccc2c(c1)OCO2)=N\NC(=O)c1cccc([N+](=O)[O-])c1	15	-7
Cc1ccc(OCCSc2nnc(NC(=O)c3ccco3)s2)cc1	0	5
COC(=O)c1c(-c2ccc(F)cc2)csc1NC(=O)c1ccco1	4	0
COc1ccc(NS(=O)(=O)c2ccc(NS(=O)(=O)c3ccc(SC)cc3)cc2)c(OC)c1	8	4
COc1ccc(NC(=O)c2ccco2)cc1NC(=O)c1c(F)c(F)c(OC)c(F)c1F	-6	7
CCN(CC)C(=O)C1CCN(S(=O)(=O)c2cccc3nonc23)CC1	-5	-3
CN1C(=O)N(CN2CCCCC2)C2C1N(C)C(=O)N2CN1CCCCC1 (stereo not given)	2	7
Cc1cc(Nc2ccccc2)nn1C(=O)c1ccc([N+](=O)[O-])cc1	8	4
c1ccc(CC2CCN(c3nnnn3-c3ccccc3)CC2)cc1	1	1
CN1CCN(C(=O)c2ccc3c(=O)n4c(nc3c2)CCCCC4)CC1	8	9
COc1cccc2cc(C(=O)N3CCc4ccccc43)c(=O)oc12	1	-10
Cc1ccc(C(=O)NC(Cc2c[nH]c3ccccc23)C(=O)O)cc1 (stereo not given)	7	10
CC(=O)c1ccc(NC(=S)NC(NC(=O)c2ccco2)C(Cl)(Cl)Cl)cc1 (stereo not given)	29	-11
COc1ccc(NC2C=CS(=O)(=O)C2)c(OC)c1 (stereo not given)	-1	-9
Cc1ccc(CSc2nnc(-c3ccncc3)n2C)cc1	6	6
COc1ccc(OCCSc2nnc(-c3ccccc3)n2N)cc1	-3	10
CCCCn1nnnc1NCc1ccc(N(CC)CC)cc1	-2	6
S=C(Nc1ccc(N2CCOCC2)cc1)Nc1ccc2nc(-c3ccco3)c(-c3ccco3)nc2c1	3	12
CS(=O)(=O)N(CC(=O)N1CCc2ccccc2C1)Cc1ccc(Cl)cc1	8	3
CCCCc1nc(NCCN2CCOCC2)c(C#N)c2c1COC(C)(C)C2	3	3
CN1CCN(/C=N/c2c(C#N)cnn2-c2ccccc2)CC1	1	4
COC(=O)CSc1snnc1-c1ccc(Cl)c(Cl)c1	5	6
CSc1cccc(NC(=O)c2c(Cl)cnn2C)c1	5	3
Cc1cccc(NS(=O)(=O)c2cccc3nsnc23)c1	-6	0
Cc1nc2ccccc2c(=O)n1/N=C/c1ccc(N(C)C)cc1	6	-9
O=C(c1cc2cc(Br)ccc2oc1=O)N1CCCC1	-8	4
Cc1ccc2c(c1)nnn2C1CCN(C(=O)C23CC4CC(CC(C4)C2)C3)CC1	1	3
N/C(=N\S(=O)(=O)c1cccs1)c1ccccc1	3	11
Cc1cc2cc(CNC(=O)c3ccc(S(=O)(=O)N4CCCC4)cc3)ccc2n1C	11	6
Cc1ccc(N=C2NC(=O)CS2)cc1	-9	6
Cc1ccc(C)c(C2=CSC3=NS(=O)(=O)CCN23)c1	2	3
Cc1cc(OCCOc2cccc3cccnc23)cc(C)c1Cl	1	-3
COc1ccc(Cl)cc1C(=O)N1CCN(c2ccccn2)CC1	28	-18
Cc1cc(C)n(-c2ccc(C(=O)Nc3ccc4c(c3)OCO4)cc2)n1	0	3
O=C(CSc1ncn(-c2ccccc2)n1)N1CCc2ccccc21	7	5
O=C(Cn1cnc2c(nnn2Cc2ccccc2F)c1=O)NCC1CCCO1 (stereo not given)	-4	-1
Cc1cccc(NC(=O)c2cc(NC(=O)C3CC=CCC3C(=O)O)ccc2N2CCOCC2)c1 (stereo not given)	-6	5
CCn1c(Cc2cccs2)nnc1SCC(=O)c1ccc(C)cc1	-1	4
CCOC(=O)N1CCN(C(=O)COc2ccc(Cl)cc2C)CC1	-4	10
CCCCC(=O)NCCNC(=O)c1cc(OCC(F)(F)F)ccc1OCC(F)(F)F	-5	5
O=C(O)CN(CC(=O)O)CC(=O)O	2	7
Cc1ccc(S(=O)(=O)c2ccc(Cl)cc2)cc1S(=O)(=O)N1CCN(C)CC1	-2	7
CCC(C)(C)n1nnnc1C(C(C)C)N1CCN(C)CC1 (stereo not given)	-1	-9
CCC(CC)C(=O)NCCc1ccc(F)cc1	18	-13
CC(C)C(=O)N1CCN(c2ccccc2NC(=O)c2cccc(Cl)c2)CC1	4	3
COC(=O)c1ccccc1NC(=O)C1CC(=O)N(c2ccc(C)c(C)c2)C1 (stereo not given)	10	6
Cn1c(SCC(=O)C(C)(C)C)nnc1-c1ccncc1	-2	-6
CCCCOC(=O)c1ccc(N2C(=O)CC(N3CCN(C/C=C/c4ccccc4)CC3)C2=O)cc1 (stereo not given)	1	3
Cc1ccccc1OCCn1cc(/C(N)=N/O)c2ccccc21	22	-16
O=c1[nH]cnc2scc(-c3ccccc3)c12	-12	-12
COc1ccc(-c2cc(-c3cccs3)c(C#N)c(SCC(=O)NCc3ccccc3)n2)cc1	0	3
CCOC(=O)C1=C(C)NC(SCC(N)=O)=C(C#N)C1c1cccs1 (stereo not given)	-9	5
O=C(NCCCN1CCOCC1)c1ccc(Cl)s1	1	16

4 of these compounds, set out differently:
O=c1[nH]cnc2scc(-c3ccccc3)c12
  FXIa single inh = -12 | FXIIa single = -12

COc1ccc(-c2cc(-c3cccs3)c(C#N)c(SCC(=O)NCc3ccccc3)n2)cc1
  FXIa single inh = 0 | FXIIa single = 3

CCOC(=O)C1=C(C)NC(SCC(N)=O)=C(C#N)C1c1cccs1 (stereo not given)
  FXIa single inh = -9 | FXIIa single = 5

O=C(NCCCN1CCOCC1)c1ccc(Cl)s1
  FXIa single inh = 1 | FXIIa single = 16

Continued:
SMILES	FXIa single inh	FXIIa single
O=C1NC(c2ccccc2)(C(F)(F)F)C(=O)N1Cc1cccnc1 (stereo not given)	1	-13
CCCN1C=CC(=C/C=C(\C#N)C(=O)OCC)C=C1	7	16
Cc1cccc(NC(=O)CSc2nc3c(c(=O)[nH]2)CCCC3)c1C	-7	8
Cc1ccc(OCc2nnc(SCC(=O)NC3CCCCC3)n2C)cc1	-8	19
COc1ccc(-c2ccc(-c3noc(C(C)C)n3)c(OC)n2)cc1	-2	1
CC1(C)CC(CC(=O)O)(c2ccc(F)cc2)CCO1 (stereo not given)	-5	3
CCOC(=O)c1c(N)sc(C(O)(C(F)(F)F)C(F)(F)F)c1-c1ccccc1	-2	3
CCN(C(=O)CSc1nnnn1-c1cc(C)ccc1OC)C1CCS(=O)(=O)C1 (stereo not given)	0	6
O=C1C2C3C=CC([C@@H]2C(=O)N1Cc1cccnc1)C31CC1 (stereo not given in full)	-7	4
C=CCn1c(SCC(=O)NCc2ccco2)nc2sc(C)c(C)c2c1=O	-2	5
O=C1CC(c2c[nH]c3ccccc23)C(=O)N1c1ccccc1 (stereo not given)	2	8
CC(C)(C)C1CCC(=NNS(=O)(=O)c2ccc(Br)cc2)CC1 (stereo not given)	-6	2
COCCN1C(=O)C(=O)/C(=C(/O)c2cccc(OC)c2)C1c1ccco1 (stereo not given)	-11	-9
Clc1ccc(/C=N/c2c(-c3ccc(Cl)cc3)nc3n2CCS3)cc1	3	5
CCCNCC1COc2ccccc2O1 (stereo not given)	-9	8

The final six compounds of the section above open the next one:
SMILES	FXIa single inh	FXIIa single
C=CCn1c(SCC(=O)NCc2ccco2)nc2sc(C)c(C)c2c1=O	-2	5
O=C1CC(c2c[nH]c3ccccc23)C(=O)N1c1ccccc1 (stereo not given)	2	8
CC(C)(C)C1CCC(=NNS(=O)(=O)c2ccc(Br)cc2)CC1 (stereo not given)	-6	2
COCCN1C(=O)C(=O)/C(=C(/O)c2cccc(OC)c2)C1c1ccco1 (stereo not given)	-11	-9
Clc1ccc(/C=N/c2c(-c3ccc(Cl)cc3)nc3n2CCS3)cc1	3	5
CCCNCC1COc2ccccc2O1 (stereo not given)	-9	8
Cc1ccc(NC(=O)Nc2cccs2)nc1	-10	7
NC(=O)Cc1cn(-c2ncc(C(F)(F)F)cc2Cl)c2ccccc12	19	-9
COc1cc(C2NC(=O)C(C#N)=C(S)N2c2ccc(C)cc2)ccc1OC(C)C (stereo not given)	-1	8
COc1ccc(-c2nn(C)c(=O)c3ccccc23)cc1NC(=O)Cn1nc(C)c2ccccc2c1=O	-4	-1
O=C(COC(=O)c1ccccn1)Nc1cccc(Cl)c1Cl	3	5
CCOC(=O)COc1ccc(S(=O)(=O)N2CCN(C(=O)OCC)CC2)cc1	1	-15
O=C(COc1ccc2ccccc2c1)NCCn1ccc2ccccc21	1	5
CC1=C(C(=O)OCC2CCCO2)C(c2ccc(C)o2)C2=C(CC(c3ccc(F)cc3)CC2=O)N1 (stereo not given)	-3	10
Oc1ccc2ccccc2c1C1Nc2cccc3cccc(c23)N1	-6	7
Cn1c(N2CCCCC2)cc(=O)n(C)c1=O	3	3
O=S(=O)(NCCc1ccccc1)c1ccccc1	4	7
Cc1ccc(CN2CCN(/N=C/c3ccco3)CC2)c(C)c1	13	6
CCOC(=O)C1CN(S(=O)(=O)c2ccccc2)CCN1S(=O)(=O)c1ccccc1 (stereo not given)	-1	7
CCCCCn1c(=O)[nH]c2cc(C(=O)NCc3ccco3)ccc2c1=O	-8	-1
Cn1c(=O)c2c(nc(CN3CCN(c4ccc(F)cc4)CC3)n2Cc2ccccc2F)n(C)c1=O	-6	2
Cc1ccc(SC(C)C(=O)Nc2cccnc2)cc1 (stereo not given)	-6	6
COc1ccc(-c2nnnn2C)cc1S(=O)(=O)NCc1ccccc1	5	6
COc1ccccc1NC(=O)CSc1nc(C)c2c(c1C#N)CCCC2	3	8
COc1cccc(-c2nnn(CCc3nn[nH]n3)n2)c1	-2	-1
O=C(c1cccc(S(=O)(=O)N2CCCC2)c1)N1CCN(c2ccccc2)CC1	5	0
COc1ccc(-c2cc(=O)oc3c(C)c(OCc4nn[nH]n4)ccc23)cc1	0	7
O=C(Nc1ccc(N2CCCC2)cc1)C(c1ccccc1)c1ccccc1	-7	7
CCn1c(C)c(C(C)=O)c(N2CCN(c3cccc(Cl)c3)CC2)nc1=S	7	11

These rows are one share of the data (hit frequency here may not be typical).
